AmpC inh detg = blocks E. coli AmpC beta-lactamase in detergent assay; P00811; AmpC hydrolysis of nitrocefin, absorbance 480 nm, 0.01% Triton; Potency, µM (series often up to 114 µM), inactives show at the highest dose activity change, negative = inhibition, actives largely listed as inhibitors; 370,000 compounds, 0.041% hits; AID 485294;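 further: potency means the concentration at half of the fitted maximal effect; 0% = no-compound wells and -100% = no-enzyme wells; nearly all actives have a fitted effect of over 25% in size; some results filed as inactive show a strong effect at the top dose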
Target sequence (P00811 whole entry, looked up): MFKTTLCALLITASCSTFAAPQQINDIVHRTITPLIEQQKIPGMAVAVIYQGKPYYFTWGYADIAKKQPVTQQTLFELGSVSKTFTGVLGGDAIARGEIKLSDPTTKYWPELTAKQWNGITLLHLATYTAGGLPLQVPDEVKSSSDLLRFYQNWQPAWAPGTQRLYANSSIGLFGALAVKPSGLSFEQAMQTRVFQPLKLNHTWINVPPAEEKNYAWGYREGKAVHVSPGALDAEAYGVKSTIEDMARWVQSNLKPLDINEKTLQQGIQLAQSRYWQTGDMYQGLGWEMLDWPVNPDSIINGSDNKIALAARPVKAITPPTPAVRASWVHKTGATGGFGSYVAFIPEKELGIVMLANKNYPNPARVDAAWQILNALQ
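20 mM phosphate pH 7.0 + 0.01% (detergent screen) or 0.0001% Triton X-100; 5.3 nM AmpC reagent; cpd preinc 15 min RT; nitrocefin (800 uM stock) to start; A480 q20 s × 4 min; Activity was normalised to no-enzyme and no-compound control wells.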
Shiga toxin inh = inhibitors of Shiga toxin in Vero cells | Vero cells, Shiga toxin protein synthesis inhibition reporter | inhibition, % at 38.7 µM | 290,000 compounds, 9.2% hits | AID 2315; in the data active means inhibition mostly above about 28%, no sharp cut-off; inactive means mostly below about 43%; further: 0% is about no effect
AmpC inh no detg = AmpC beta-lactamase inhibition without detergent | Potency, µM (series often up to 57.1 µM), without a hit: top-dose activity change, negative = inhibition, most hits filed as inhibitors | 330,000 compounds, 0.52% hits | P00811 | AmpC nitrocefin hydrolysis, absorbance 480 nm, 0.0001% Triton;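 further: potency means the concentration at half of the fitted maximal effect; plate controls were no compound for no effect and no enzyme for full effect; nearly all actives have a fitted effect of over 20% in size; some results filed as inactive show a strong effect at the top dose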
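AmpC (5.3 nM in the dispensed reagent) in 20 mM phosphate pH 7.0 with 0.01% (detergent screen) or 0.0001% Triton X-100 was preincubated with compounds for 15 min at room temperature. Nitrocefin was then added from an 800 uM solution, and hydrolysis was followed at 480 nm.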
HCMV inh = human cytomegalovirus inhibition; HFF cells, HCMV-luciferase reporter, 72 h; active compounds read low; activity change, negative = inhibition, % at 57.5 µM; 410,000 compounds, 4.5% hits; AID 1259415; in the data active means activity change below about -60%; inconclusive means no clear call, values can overlap the other calls; inactive means above about -39%; further: on the % scale 0 is the no-effect control and ±100 the full control effect
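Cell-based, HFFs, 1000 cells/well, 16 h 37C; cpds in DMSO + HCMV-luc, MOI 1 PFU/cell; 72 h 37C; OneGlo luminescence after 5 min RT; norm. to buffer vs Salinomycin 10uM.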
AMA1-RON2 inh = AMA1-RON2 (P. falciparum) interaction inhibition; AlphaScreen AMA1-biotinylated RON2 peptide binding; Potency, µM (highest dose often 58.2 µM), for inactives: at the highest dose activity change, negative = inhibition, hits mostly inhibitors; 360,000 compounds, 0.2% hits;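 further: potency means the concentration at half of the fitted maximal effect; 0% = vehicle wells and -100% = peptide control; nearly all actives have a fitted effect of over 45% in size; some results filed as inactive show a strong effect at the top dose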
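AMA1 (3D7) with his tag at 25 nM final met compounds first, then biotinylated RON2 peptide at 25 nM; detection used donor plus acceptor beads, 10 µg/mL apiece, read by AlphaScreen after 30 min at room temperature.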
CHX counter = counter-screen hit for Shiga toxin inhibitors, cycloheximide; 300,000 compounds, 12% hits; max response, %; cell reporter, cycloheximide protein synthesis inhibition counterscreen; in the data active means max response mostly above about 13%, no sharp cut-off; inactive means mostly below about 14%; further: read at 38.3 µM for the half of the compounds with a filed dose; 0% is about no effect
Giardia FBPA inh = blocks Giardia fructose-bisphosphate aldolase activity. AID 2451. 290,000 compounds, 0.71% hits. Potency, µM (titrated, usually from 59.6 µM), inactives show at the highest dose activity, negative = inhibition, actives largely listed as inhibitors. purified Giardia FBPA; further: potency means the concentration at half of the fitted maximal effect; on the % scale 0 is the no-effect control and ±100 the full control effect; nearly all actives have a fitted effect of over 55% in size
Target sequence (A8B2U2 whole entry, looked up): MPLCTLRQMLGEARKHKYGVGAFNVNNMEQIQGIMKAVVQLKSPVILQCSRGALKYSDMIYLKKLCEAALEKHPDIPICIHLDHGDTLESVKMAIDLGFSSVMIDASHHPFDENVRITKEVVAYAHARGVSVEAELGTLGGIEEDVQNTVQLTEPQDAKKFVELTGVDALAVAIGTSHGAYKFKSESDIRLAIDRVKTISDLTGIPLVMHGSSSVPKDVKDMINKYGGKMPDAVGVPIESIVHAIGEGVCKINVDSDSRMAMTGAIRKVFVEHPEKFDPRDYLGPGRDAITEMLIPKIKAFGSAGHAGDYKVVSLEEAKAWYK
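Giardia FBPA (40 nM reagent) was preincubated 10 min at RT with compound (up to 57.5 uM final), then substrate plus GAPDH/TPI/NAD/arsenate coupling system with diaphorase/resazurin was added; resorufin fluorescence (525/598 nm) was read after 20 min.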
* = called active by the depositor; ? = inconclusive; . = no result given; [ ] = dose if it differs, or a comment. Unless noted, the call rests on the fitted dose curve; in most records, active means well fitted curve in the direction sought with a large enough effect; inconclusive means small, poorly fitted or top-dose-only effect, or another doubt; inactive means no such curve, though single readings can be large; an effect the other way counts as inactive or inconclusive.

SMILES	AmpC inh detg	Shiga toxin inh	AmpC inh no detg	HCMV inh	AMA1-RON2 inh	CHX counter	Giardia FBPA inh
CCN(c1ccccc1)S(=O)(=O)c1ccc(Cl)c(NC(=O)CN2C(=O)NC3(CCCC3)C2=O)c1	-6%	1	-20%	-30	-7%	-1	-9%
O=C1C(Cl)=C(NS(=O)(=O)c2ccc([N+](=O)[O-])cc2)C(=O)c2ccccc21	?	-3	-29%	?	0%	-1	-26%
CC1CCCCN1C(=O)COC(=O)c1cc([N+](=O)[O-])ccc1N1CCOCC1 (stereo not given)	-6%	.	-1%	-20	2%	.	.
Cc1ccc(NC(=O)N(Cc2cccs2)Cc2cc3cc4c(cc3[nH]c2=O)OCO4)cc1	-16%	-18	-30%	18	.	1	-2%
CCOc1cc(S(=O)(=O)NCC2OCCc3ccccc32)c(OCC)cc1-n1cnnn1 (stereo not given)	-17%	-20	66%[activator]	-12	-6%	-4	1%
O=C(Nc1ccc2nc(-c3cccs3)[nH]c2c1)c1ccco1	-5%	60*	?	?	-3%	27*	-16%
CCOC(=O)c1nn(-c2cccc(OC)c2)c2nc(CC)c(C#N)c(=O)n12	?	-4	-18%	?	-3%	1	2%
Cc1cccc(NP(=O)(Oc2ccccc2F)Oc2ccccc2F)c1	-9%	-2	-22%	-24	-3%	-2	-8%
Cc1ccc(C(C)NC(=O)c2ccc3c(c2)OCO3)cc1C (stereo not given)	3%	-3	-20%	22	-12%	-1	.
Cc1ccc(-n2c(C)cc(/C=C3\SC(=O)NC3=O)c2C)cc1	2%	83*	-38%	25	0%	32*	-23%
Cc1ccc(NC(=O)CSc2ccc(-c3ccccn3)nn2)c(C)c1	?	-14	4%	21	-24%	12	.
Cc1ccc(-c2nc(-c3ccncc3)no2)c(Cl)c1	-10%	.	-8%	97	12%	35*	14%
CC(NC(=O)c1cc(Br)cs1)C1CCCO1 (stereo not given)	?	4	-15%	56	-7%	-2	4%
COCCN1Cc2cccc(C(=O)N3CCN(c4cc(C)ccc4C)CC3)c2C1=O	?	-11	115%[activator]	-22	-1%	-5	-7%
N#Cc1ccccc1NC(=O)CC1c2ccccc2Oc2ccccc21	-9%	2	-8%	-7	0%	3	-2%
O=C(O)C1CSC2(CCN(Cc3ccccc3)CC2)N1 (stereo not given)	?	-3	-16%	-23	27%	-2	-29%
O=C(NCc1ccccc1Cl)c1ccc(S(=O)(=O)N2CCCC2)cc1	5%	.	-34%	42	2%	.	.
CC(=O)c1cc2c(cc1NC(=O)CN(C)S(=O)(=O)c1cccs1)OCO2	.	.	-10%	-14	13%	.	.
CN(CC(=O)Nc1c(Cl)cccc1Cl)CC(=O)N(C)C1(C#N)CCCCC1	.	.	0%	5	19%	.	.
O=C(Nc1cccs1)Nc1c(F)c(F)cc(F)c1F	-5%	-6	-11%	8	2%	2	-9%

In another format: results already given
SMILES | AmpC inh detg | Shiga toxin inh | AmpC inh no detg | HCMV inh | AMA1-RON2 inh | CHX counter | Giardia FBPA inh
Cc1ccc(C(C)NC(=O)c2ccc3c(c2)OCO3)cc1C (stereo not given) | 3% | -3 | -20% | 22 | -12% | -1 | .
Cc1ccc(NC(=O)CSc2ccc(-c3ccccn3)nn2)c(C)c1 | ? | -14 | 4% | 21 | -24% | 12 | .

Later entries:
SMILES	AmpC inh detg	Shiga toxin inh	AmpC inh no detg	HCMV inh	AMA1-RON2 inh	CHX counter	Giardia FBPA inh
CN(CCc1cn[nH]c1)Cc1nc(Cc2ccccc2F)no1	2%	0	5%	-32	-4%	-3	4%
CC1C(=O)N2CCCc3cc(S(=O)(=O)Nc4ccccc4F)cc1c32 (stereo not given)	-10%	.	-24%	-6	-3%	.	.
COc1ccc(OC)c(C2=NS(=O)(=O)N(C)C(C(=O)Nc3cccc(C(C)=O)c3)=C2)c1	?	-5	-23%	-23	-2%	5	1%
O=C(Nc1cccc2ccccc12)C(=O)C1C(=O)Nc2ccccc21 (stereo not given)	-3%	8	-29%	-9	12%	5	-12%
COc1ccc(Cn2ccnc2CO)cc1[N+](=O)[O-]	-4%	3	-7%	17	-3%	9	1%
CCN(c1ccccc1)S(=O)(=O)c1ccc2[nH]c(=O)c(=O)[nH]c2c1	4%	-4	-13%	-1	0%	-2	3%
O=C(CN1CCN(S(=O)(=O)c2cccs2)CC1)N1CCCCC1	1%	.	-10%	10	-7%	.	.
CCS(=O)(=O)c1ccc2c(c1)N(S(=O)(=O)c1ccccc1)CC(C(=O)O)O2 (stereo not given)	-4%	-7	-17%	4	-10%	-3	11%
Cc1ccc(CC2S/C(=C(/C#N)C(=O)N3CCOCC3)N(c3ccccc3)C2=O)cc1 (stereo not given)	?	-8	27%	-10	-11%	1	0%
Cc1c(C2(O)CCCCC2)[nH]c2ccc(C#N)cc12	.	.	-32%	-32	-6%	.	.
Cc1cccc([N+](=O)[O-])c1C(=O)O	-1%	.	-4%	-12	7%	.	.
CCn1ncc(-c2cc(C(=O)O)no2)c1C	-1%	-25	-2%	-33	-14%	-4	3%
Cc1c(CC(=O)N[C@@H](C)C(=O)O)c(=O)oc2cc3oc4c(c3cc12)CCCC4	2%	4	-24%	?	-3%	-4	-7%
C/C(=N\NC(=O)c1ccccc1NC(=O)c1ccc(Cl)cc1)c1ccncc1	0%	-15	-23%	-28	21%	-16	-10%
C[N+]12CCCCC1C(COC(=O)c1ccc3c(c1)OCO3)CCC2 (stereo not given)	4%	5	5%	4	-4%	-2	9%
O=c1c(Oc2ccccc2Br)c(C(F)(F)F)oc2c(CN3CCCC3)c(O)ccc12	1%	16	99%[activator]	42	?	-4	2%
CCOC(=O)C1=NN(c2ccc(C)cc2)C2(S1)SC(C(C)=O)=C(C)N2c1ccccc1 (stereo not given)	-9%	-14	-6%	-30	?	-3	-14%
CCn1c(SCC(=O)NNC(=O)c2ccc(OC)cc2)nnc1-c1ccco1	-2%	-6	24%	-32	45%[activator]	-5	1%
CCN(CC(=O)Nc1c(F)cccc1F)C(=O)c1cccc(-n2cnnn2)c1	?	.	-6%	-8	-20%	.	.
C#CCNC(=O)C1=C[C@H](C(C)(C)C)C[C@H](OCc2ccc(CO)cc2)O1	-7%	24	113%[activator]	4	-1%	8	-17%
O=C(CCn1cnnn1)Nc1ccc(Cl)c(Cl)c1	5%	-2	-4%	10	4%	-6	-4%
COc1cc(Cl)ccc1OCc1cc(C(=O)N2C[C@H]3CC[C@H]2C3)no1	2%	108*	56%	35	-5%	55*	.
O=C1C=C(c2cccc3c2Oc2ccccc2S3)C[C@@H](c2ccc(Cl)cc2)C1	1%	.	-31%	16	-11%	.	.
CC(C)(C)NC(=O)CN(CCN1CCOCC1)C(=O)CNS(=O)(=O)c1ccc(Cl)cc1	-5%	0	225%[activator]	-2	-9%	1	-1%
Cc1ccc([N+](=O)[O-])cc1Nc1nc(N2CCOCC2)nc(N2CCOCC2)n1	-2%	-8	-4%	-70*	-15%	-3	0%
CC(Sc1n[nH]c(=O)[nH]c1=O)C(=O)OCc1ccccc1 (stereo not given)	-8%	-3	.	12	4%	2	?
C[N+](C)(C)CCCN1C(=O)CCCC1=O	4%	16	-36%	15	24%	4	3%
COc1ccc(-c2nc(N)ncc2-c2ccccc2OC)c(O)c1	0%	-7	-16%	-16	-1%	-6	-14%
COCCCNC(=O)c1c(NC(=O)C2COc3ccccc3O2)sc2c1CCCC2 (stereo not given)	0%	-2	-13%	-14	0%	8	2%
Cc1ccc(S(=O)(=O)NCc2csc(C)n2)c(C)c1	-9%	16	-8%	-35	8%	-2	-7%
CCOC(=O)CNC(=O)COc1coc(CN2CCN(Cc3ccccc3)CC2)cc1=O	-3%	-8	3%	46	10%	-1	.
O=C(NCC1CCCCC1)c1cc([N+](=O)[O-])ccc1N1CCOCC1	?	-21	-10%[11.4 µM]	-29	-11%	1	4%
CCOC(=O)C1CCCN(c2c(NCCC(C)C)c(=O)c2=O)C1 (stereo not given)	3%	-11	1%	21	-13%	-3	3%
CCCC/C(O)=C1\C(=O)CCCC1=NCCc1c(C)[nH]c2ccc(OC)cc12	4%	-3	31%	-21	-29%	-2	0%
COc1ccc(Cl)cc1NC(=O)c1cc(C)no1	0%	-1	-18%	56	7%	8	5%
CCOC(=O)C1=NNC2C(=O)N(Cc3ccccc3)C(=O)C12 (stereo not given)	10%	-12	-6%	22	-8%	-1	1%
O=C(CCc1nc2ccccc2c(=O)[nH]1)NNC(=O)c1ccc(Cl)cc1	-14%	.	-30%	?	39%[activator]	.	.
O=C(CCN1C(=O)NC2(CCCC2)C1=O)Nc1cccc(S(=O)(=O)N2CCOCC2)c1	-15%	.	-6%	-2	-4%	.	.
Cc1onc(C(=O)N2CCN(C(c3ccccc3)c3ccccc3)CC2)c1[N+](=O)[O-]	?	-12	1%	-103*	-5%	-3	2%
O=C(N/N=C/c1c[nH]c2ccccc12)c1cc(Cl)ccc1O	-9%	44*	16µM*	-15	124%[activator]	45*	9%
CN(C)c1ccc(-c2noc(-c3ccccc3O)n2)cc1	?	126*	-4%	55	-8%	47*	3%
O=C(O)c1cc(=O)[nH]c2c(Cl)cccc12	6%	-7	-14%	79	-4%	-5	-1%
O=C(Oc1ccccc1C(=O)N1CCOCC1)c1cccc(Br)c1	?	-7	57%	30	-5%	-7	-2%
CC1CCCN(c2oc(-c3cccc4ccccc34)nc2C#N)C1 (stereo not given)	-13%	-2	-7%	-10	-4%	12	8%
CC(=O)C1=C(C)NC(SCC(=O)c2ccc(Cl)cc2)=C(C#N)C1CC(C)C (stereo not given)	0%	-7	-24%	?	37%[activator]	-2	-27%
Cc1c(C)n(-c2ccccc2)c2ncnc(NCCN(C)C)c12	-10%	-16	-3%	-24	-11%	-3	10%
CCN1CCN(CCCNC(=O)c2cc3cc4ccc(OC)cc4nc3o2)CC1	1%	-22	5%	.	10%	-5	-2%
CC1(C)N=C(c2ccccn2)C(C)(C)N1O	-6%	-19	-17%	-33	-3%	-7	-29%
O=C(Cn1c(=O)[nH]c2ccccc2c1=O)Nc1ccc2c(c1)OCCO2	-4%	17	20%	-29	11%	14	.
Cn1c(N)c(S(=O)(=O)NCc2ccccc2Cl)c(=O)n(C)c1=O	0%	-18	-24%	-5	63%[activator]	-3	3%
COc1ccc(S(=O)(=O)n2cnc(C)c2)cc1	3%	1	-13%	-12	-3%	7	-2%
CCC(CC)NC(=O)/C=C/c1cccc([N+](=O)[O-])c1	-5%	-12	-44%	-60*	-9%	-4	4%

Reprinted from the listing, three compounds:
SMILES	AmpC inh detg	Shiga toxin inh	AmpC inh no detg	HCMV inh	AMA1-RON2 inh	CHX counter	Giardia FBPA inh
Cn1c(N)c(S(=O)(=O)NCc2ccccc2Cl)c(=O)n(C)c1=O	0%	-18	-24%	-5	63%[activator]	-3	3%
COc1ccc(S(=O)(=O)n2cnc(C)c2)cc1	3%	1	-13%	-12	-3%	7	-2%
CCC(CC)NC(=O)/C=C/c1cccc([N+](=O)[O-])c1	-5%	-12	-44%	-60*	-9%	-4	4%
